HSF-1 act – increases HSF-1 driven luciferase reporter signal; NIH3T3-HGL HSF-1 luciferase reporter, MG132, 8 h; 100% = twice DMSO control signal; activation, % at 9 µM; 300,000 compounds, 1.7% hits;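 active = mean replicate activation of at least 50% with a set share of replicates each reaching 50%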;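 note: 0% = median of the neutral control wells and 100% = twice that signal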
GSK3B inh – human GSK3beta kinase inhibition; P49841; GST-GSK3beta kinase, ADP-Glo luminescence, 60 min; stronger effect = lower value; activity score (negative = inhibition), % at 10 µM; 300,000 compounds, 0.038% hits; AID 2097;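 active = more than half of replicate wells score below -50%, meaning over 50% inhibition versus plate controls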;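 note: 0% = median DMSO wells and -100% = median GW8510 positive control wells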
Target sequence (P49841 whole entry, looked up): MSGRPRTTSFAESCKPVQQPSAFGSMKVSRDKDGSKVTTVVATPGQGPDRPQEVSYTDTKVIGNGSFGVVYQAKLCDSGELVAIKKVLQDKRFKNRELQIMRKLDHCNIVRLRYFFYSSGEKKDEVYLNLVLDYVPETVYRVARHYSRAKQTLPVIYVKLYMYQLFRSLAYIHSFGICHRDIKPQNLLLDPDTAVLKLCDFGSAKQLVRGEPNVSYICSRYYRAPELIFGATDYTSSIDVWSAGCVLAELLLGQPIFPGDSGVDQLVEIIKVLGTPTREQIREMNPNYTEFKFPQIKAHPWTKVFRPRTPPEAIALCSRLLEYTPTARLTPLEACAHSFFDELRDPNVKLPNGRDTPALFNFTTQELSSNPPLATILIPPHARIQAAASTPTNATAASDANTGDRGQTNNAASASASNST
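test system = GST-tagged human GSK3beta kinase, cell-free | reagent = 25 µM ATP with peptide substrate | dosing = one dose of 10 µM per compound | schedule = 60 min reaction, RT | detection = luminescent ADP-Glo measurement of ADP formed | control set = DMSO neutral wells and GW8510 at 20 µM as positive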
IEC-6 cytotox – kills IEC-6 intestinal cells in KLF5 counter-screen. IEC-6 cytotoxicity, luminescence viability. inhibition, % at 5 µM. 290,000 compounds, 0.78% hits; in the data active = inhibition above about 22%;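 note: 0% = plate median of test compound wells and 100% = cytotoxic reference compound wells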
HSF1 inh – HSF1 inhibition | NIH3T3-HGL HSE-luciferase, MG132-induced, luminescence 8 h; stronger effect = lower value | activity change, negative = inhibition, % at 7.5 µM (by protocol) | 300,000 compounds, 0.77% hits;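 active = more than half of replicate wells show activity change below -50%, luminescence cut by over half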;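 note: luciferase reports HSF-1 transcriptional activity via heat shock element; 0% = median of DMSO wells and -100% = zero luminescence signal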
AI-2 QS mod – Vibrio harveyi AI-2 quorum sensing modulation; Vibrio harveyi JMH597 AI-2 luminescence/OD600 ratio, 9 h; stronger effect = lower value; strain lacks LuxN and CqsS sensors; 0 = neutral-control median; activity change, % at 7.5 µM; 300,000 compounds, 0.4% hits; AID 2094; in the data active = activity change below about -75%, passing the limit was not always enough;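 note: luminescence divided by OD600 gain over 9 h not by final OD600 alone; inactives centre near 13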
KLF5 inh – suppresses KLF5 promoter-driven expression. 290,000 compounds, 0.23% hits. AID 1700. DLD-1 KLF5 promoter-luciferase reporter, luminescence. inhibition, % at 5 µM;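 active = inhibition above a per-plate limit of that plate's mean compound inhibition plus 3 SD, cut at about 60% in these data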;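 note: 0% = DMSO wells and 100% = LY294002 at 200 µM; higher means less KLF5 promoter-driven luciferase light; inactives centre near -14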
GSK3A inh – inhibitors of human GSK-3 alpha kinase. ADP-Glo luminescence, 60 min. inhibition, % at 10 µM. 320,000 compounds, 0.1% hits;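 in the data active = inhibition above about 50%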;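 note: GST-tagged GSK-3 alpha with peptide substrate and 25 µM ATP; 0% = DMSO neutral wells and 100% = GW8510 positive control wells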
Target sequence (P49840 whole entry, looked up): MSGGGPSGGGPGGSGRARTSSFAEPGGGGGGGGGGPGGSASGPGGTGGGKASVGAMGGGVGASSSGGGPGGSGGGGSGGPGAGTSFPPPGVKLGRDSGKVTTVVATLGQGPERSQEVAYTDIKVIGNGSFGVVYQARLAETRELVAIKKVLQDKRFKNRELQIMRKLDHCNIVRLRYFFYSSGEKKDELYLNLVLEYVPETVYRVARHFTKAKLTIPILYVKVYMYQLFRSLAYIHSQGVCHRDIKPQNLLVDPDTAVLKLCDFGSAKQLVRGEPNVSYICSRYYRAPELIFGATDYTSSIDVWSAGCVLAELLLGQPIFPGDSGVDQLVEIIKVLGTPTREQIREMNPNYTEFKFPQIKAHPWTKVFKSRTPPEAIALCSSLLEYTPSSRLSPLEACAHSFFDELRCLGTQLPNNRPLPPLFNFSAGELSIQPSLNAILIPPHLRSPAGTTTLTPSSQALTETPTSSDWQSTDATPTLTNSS
aSyn UTR inh – MLPCN primary screen, SNCA 5' untranslated region. alpha-synuclein 5'UTR reporter, inhibitor activity. inhibition, % (tested at 7.5 µM). 300,000 compounds, 0.82% hits; in the data active = inhibition above about 60%;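 note: H4 neuroglioblastoma cells stably carrying SNCA 5'UTR luciferase fusion; 0% = DMSO wells and 100% = positive control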
PolyA inh – yeast polyadenylation inhibition | calls only at 12 µM | S. cerevisiae SKY197-pL101 polyadenylation reporter, beta-gal luminescence; efflux-impaired pdr1/pdr3 knockout yeast; score 100 = 6 SD above DMSO | 300,000 compounds, 0.02% hits;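 active = lowest replicate activity score at least 50, where 100 means six control SD above control mean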;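 note: yeast exposed to compound for 9 h at 30 °C; higher score means more reporter readthrough which indicates perturbed polyadenylation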
HSP90 inh – HSP90 refolding inhibition in rabbit reticulocyte lysate. inhibition, % at 5.6 µM. AID 1789. 290,000 compounds, 0.91% hits. luciferase refolding luminescence, 3 h;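 active = inhibition above the screen-wide mean plus 3 SD, computed separately per campaign, cut at about 16% in these data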;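 note: 0% = DMSO wells and 100% = 60 µM geldanamycin wells; inhibitors lower the luminescence because luciferase stays unfolded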
Active calls of the source: *; i = inactive; · = no result given. Only part of the results is shown, so the mix of outcomes need not match the whole.

Below each SMILES: GSK3B inh	aSyn UTR inh	AI-2 QS mod	KLF5 inh	HSF1 inh	HSP90 inh	PolyA inh	IEC-6 cytotox	HSF-1 act	GSK3A inh
O=C(Nc1cccc(S(=O)(=O)c2cccc(NC(=O)C3CC3)c2)c1)C1CC1
→ 2	17	9	-14	9	5	i	-1	-2	-1
COC(=O)C(CCSC)NC(=O)CNC(=O)C1CCCCC1 (stereo unspecified)
→ 3	22	0	26	-6	6	i	-1	-8	-2
S=C(NCC1(c2ccccc2)CCCC1)Nc1ccccc1
→ 1	1	16	-15	15	-2	i	2	35	0
O=C(Nc1ccc2oc(-c3cccnc3)nc2c1)c1ccco1
→ 5	-135	14	-57	12	1	i	-3	20	4
COc1cc2c(cc1OC)CN(C(=O)CCNS(=O)(=O)c1ccccc1F)CC2
→ -1	4	34	-12	-1	-4	i	1	4	0
CCCCCCSc1cccc(-c2nc3ccc(C)cn3c2NC2CCCCC2)c1
→ 1	-4	14	·	3	·	i	·	-4	-1
COc1ccc(C2=NC(c3ccccc3)CO2)cc1 (stereo unspecified)
→ 1	-118	6	-113	11	16*	i	-1	25	-1
CCc1noc(C)c1C(=O)Nc1nc(-c2cccs2)cs1
→ -1	-66	12	·	15	·	i	·	12	-1
CCOC(=O)c1sc(-c2ccc(OC)cc2)cc1N
→ -1	-158	-6	-223	17	0	i	5	46	-3
Cc1c(NC(=O)c2cc(-c3ccc(Cl)s3)nc3ccccc23)c(=O)n(-c2ccccc2)n1C
→ 0	-105	27	-19	-4	-4	i	-8	4	-3
O=C(c1cc(-c2ccc3c(c2)OCO3)on1)N1CCOCC1
→ 3	43	37	-122	5	15	i	-3	34	-1
CN1CCC(CNC(=O)Nc2csc3ccccc23)CC1
→ 4	0	-8	-18	-20	1	i	5	-16	-2
COC(=O)NCCc1cc(OC)c(OC)cc1S(=O)(=O)N1CC(=O)Nc2ccccc21
→ -3	10	21	-38	1	2	i	-1	36	-1
CC1(C)NC(=O)N(CC(O)COc2ccccc2-c2ccccc2)C1=O (stereo unspecified)
→ 3	6	8	-6	9	-1	i	-2	8	-1
O=Cc1cn(CCC(=O)O)nc1-c1cccc(Cl)c1
→ 3	13	26	1	-1	2	i	1	8	-1
CN1CCN(/N=C/c2ccc(-c3ccc([N+](=O)[O-])cc3)o2)CC1
→ -1	-128	14	-11	8	4	i	1	18	1
CCOC(=O)N1CCN(c2cc(=O)n(C)c(=O)n2C)CC1
→ 0	2	25	-22	-2	0	i	-1	14	0
Cc1cc(N2CCCCC2)nc(NCc2ccccc2)n1
→ 4	-10	23	26	-26	2	i	21	-26	4
Cc1nn(C)c(Oc2ccccc2)c1[N+](=O)[O-]
→ 3	-80	31	-21	-5	1	i	-5	13	-1
Nc1ccc(Cc2ccc(N)c(C(=O)O)c2)cc1C(=O)O
→ 3	4	14	-13	9	0	i	-3	5	0
CS(=O)(=O)N(Cc1ccco1)Cc1ccccc1Cl
→ 2	9	-3	-7	-2	-2	i	-3	5	-3
Cn1c(=O)n(C)c2cc(C(=O)Nc3ccc(Br)cc3)ccc21
→ -1	-81	-2	-48	-3	2	i	9	7	-1
Cc1ccc(-n2c(C)cc(C(=O)CSc3nnc4ccccn34)c2C)cc1
→ 0	-18	-6	-145	34	5	i	-3	37	-2
O=C(NCCCCNC(=O)c1ccccn1)c1ccccn1
→ 2	-4	8	-1	-6	4	i	7	-6	-2
COCCN1Cc2cccc(C(=O)Nc3cccnc3)c2C1=O
→ ·	·	·	-13	·	4	·	-2	·	-11
CCOC(=O)Cc1c(C)[nH]n(-c2ccccc2)c1=O
→ -1	3	28	1	-8	4	i	8	-1	1
O=C(c1ccc(Br)cc1)N1CCN(Cc2ccccc2)CC1
→ 2	10	-4	-14	-4	-2	i	2	19	-2
O=C(NCCOc1ccc(Cl)cc1)C1CCCCC1
→ -7	-22	0	0	-3	1	i	-5	12	0
c1ccc(CSc2ncnc3c2sc2nc(N4CCOCC4)c4c(c23)CCCC4)cc1
→ 3	13	7	9	-16	-4	i	1	3	·
CCNc1c(NC(=O)COc2ccc(Cl)cc2)c(=O)oc2ccccc12
→ 0	20	19	-21	2	-2	i	1	7	-1
Cc1cc2c(SCC(=O)NC3CCCCC3)ncnc2s1
→ 0	-15	29	-31	-3	2	i	-3	13	-1
CCOC(=O)c1oc2ccc(OC)cc2c1NC(=O)CN1CCN(C)CC1
→ 0	3	6	-43	-4	0	i	-2	-5	4
COc1cc(CN2CCCCCC2)cc(OC)c1O
→ -2	9	30	-12	4	2	i	-6	11	0
CC1=N/C(=C/c2cccnc2)C(=O)O1
→ 3	15	19	-6	-4	3	i	0	9	-1
Nc1cc(S(=O)(=O)N2CCCCC2)ccc1N1CCOCC1
→ -1	3	29	-19	1	3	i	1	0	-1
COc1cc(NS(=O)(=O)c2cn(C)cn2)cc(OC)c1
→ -1	-1	16	-15	3	-2	i	0	14	1
COc1ccc(CN(Cc2ccccn2)C(=O)CN2C(=O)COc3ccccc32)cc1
→ -1	-10	60	-41	2	-3	i	1	-2	0
O=C1c2ccccc2S(=O)(=O)c2cc(N3CCC(C(=O)N4CCCCC4)CC3)ccc21
→ -4	-40	12	·	9	·	i	·	26	1
CCN(CC)CCN1C(=O)C(=O)/C(=C(/O)c2c(C)[nH]c(C(=O)OC)c2C)C1c1cccc(OC)c1 (stereo unspecified)
→ -5	-14	39	-37	-2	5	i	-3	-13	2
CCOc1ccc(OCC)c(NC(=O)CSc2nc3cccnc3n2C)c1
→ 1	4	17	-2	-7	1	i	4	3	0

Part of the list above in another layout:
mol	GSK3B inh	aSyn UTR inh	AI-2 QS mod	KLF5 inh	HSF1 inh	HSP90 inh	PolyA inh	IEC-6 cytotox	HSF-1 act	GSK3A inh
O=C(Nc1ccc2oc(-c3cccnc3)nc2c1)c1ccco1	5	-135	14	-57	12	1	i	-3	20	4
COc1cc2c(cc1OC)CN(C(=O)CCNS(=O)(=O)c1ccccc1F)CC2	-1	4	34	-12	-1	-4	i	1	4	0

Next part.
Below each SMILES: GSK3B inh	aSyn UTR inh	AI-2 QS mod	KLF5 inh	HSF1 inh	HSP90 inh	PolyA inh	IEC-6 cytotox	HSF-1 act	GSK3A inh
O=C(N/N=C/c1cc([N+](=O)[O-])ccc1Cl)c1cnccn1
→ -1	81*	-4	-7	2	-1	i	-1	4	1
CN(c1nc(-c2ccccc2)cs1)C1CCS(=O)(=O)C1 (stereo unspecified)
→ 1	-55	6	-31	7	-2	i	-1	1	0
COc1ccc(C(CC(=O)N2CCCC2)c2c(OC)cc(OC)c3ccc(=O)oc23)cc1 (stereo unspecified)
→ 2	9	-3	·	-6	·	i	·	-7	-2
COc1ccc(C(=O)N2CCN(CCNC(=O)C(=O)Nc3ccc(F)cc3)CC2)cc1
→ 0	-26	20	-40	-6	-3	i	-4	0	-1
COc1ccc(Br)cc1CNC(=O)CCc1nc(-c2ccc(C)cc2)no1
→ 4	13	3	23	1	4	i	-1	16	1
O=C(NC1CCCN(c2ccc(C(F)(F)F)cn2)C1)c1ccncc1 (stereo unspecified)
→ -2	11	2	-11	0	-6	i	-6	6	-2
CCOC(=O)CC1C(=O)NCCN1C(=O)c1c(F)cccc1F (stereo unspecified)
→ -2	-5	18	-49	-6	4	i	-11	-5	3
CCCCOC(=O)C1C2C=CC3(CN(CCc4ccccc4)C(=O)C13)O2 (stereo unspecified)
→ 0	1	5	0	4	-3	i	-2	0	-4
COc1ccc(C2C(C(N)=O)=C(C)Nc3nc(-c4ccccc4OC)nn32)cc1OC (stereo unspecified)
→ 3	16	1	7	-5	-1	i	-2	4	·
O=[N+]([O-])c1ccccc1-c1ccc(C(=S)N2CCCCC2)o1
→ 2	-107	4	-130	14	10	i	4	14	5
COc1ccc2nc(NC(=O)CSc3ccccc3)sc2c1
→ 0	-128	-19	-24	-4	1	i	2	-22	7
CCCCNC(=O)/C=C/c1ccc(S(=O)(=O)Nc2ccc(OC)cc2)cc1
→ -2	17	-16	-25	-3	-1	i	3	-9	-1
CCOC(=O)c1[nH]c(C)c(C(=O)NCCCN2CCOCC2)c1C
→ -1	-10	-8	-13	-8	-3	i	4	14	1
CN1CCc2nc(NC(=O)COc3ccc4ccccc4c3)sc2C1
→ -2	-6	1	-14	-3	0	i	38*	6	-3
CCCn1nc(C(=O)NNC(=O)c2cc(S(=O)(=O)NC)ccc2Br)c2ccccc2c1=O
→ 0	-10	56	·	-10	·	i	·	0	4
Cc1ccccc1NS(=O)(=O)c1cc(C(=O)NCc2ccco2)ccc1C
→ -2	31	25	-33	0	5	i	-3	21	-1
O=C(COn1nnc2ccccc21)N1CCN(Cc2ccccc2)CC1
→ -1	-66	11	-49	-6	-4	i	-1	-5	-7
CCn1c(-c2nn(C)c(C)c2Cl)n[nH]c1=S
→ -1	18	6	4	1	-1	i	-3	-1	1
CC(CC1CC(C)(C)OC1=O)C(=O)Nc1ccc([N+](=O)[O-])cc1 (stereo unspecified)
→ 3	7	15	-6	-4	-1	i	-6	3	-3
O=S(=O)(c1ccccc1)n1ccc(-c2cnc(-c3ccccc3)s2)n1
→ 0	-131	-5	-8	-3	-3	i	-11	-15	0
O=C(Nc1ccsc1C(=O)O)c1cccc(Oc2ccccc2)c1
→ 5	-23	52	-85	21	13	i	3	46	-5
COc1ccc(OC)c(S(=O)(=O)N2CCC(C(=O)N3CCCCCC3)CC2)c1
→ 2	6	15	7	4	2	i	1	23	0
CCCN(CCC)c1nc(C)cc(C(C#N)c2nc3ccccc3o2)n1 (stereo unspecified)
→ 0	17	11	-22	-1	-2	i	-2	13	0
Cc1ccc(NS(=O)(=O)c2ccc(NC(=O)CSc3ccc(Cl)cc3)cc2)c(C)c1
→ 1	-1	-6	18	21	2	i	2	19	-2
CC(C)(C)c1ccc(S(=O)(=O)C(C)(C)C)cc1
→ -1	-9	20	3	-6	5	i	2	12	-3
O=C(/C=C/c1ccco1)Nc1ccc2c(c1)OCCO2
→ -3	·	16	-94	·	14	·	-2	·	-1
O=C(NNc1c(Cl)cccc1Cl)c1sccc1Cl
→ -2	19	8	1	-5	4	i	-4	-6	0
Cc1nn(S(=O)(=O)c2ccc([N+](=O)[O-])cc2)c(C)c1Sc1ccccc1
→ 0	5	22	2	3	0	i	1	5	2
CCc1cc2ccccc2nc1Cl
→ 0	-6	17	-11	5	-1	i	-7	6	-1
O=C(Nc1ccc2c3c(cccc13)CC2)c1ccc(Br)o1
→ 0	-76	16	-50	43	-1	i	-3	75*	2
COC(=O)c1ccc(C2=NOC(C)(c3nnc(-c4cccc(Cl)c4)o3)C2)cc1 (stereo unspecified)
→ 1	11	10	·	0	·	i	·	-11	-2
Cc1nnc(SCC(=O)Nc2cc(S(C)(=O)=O)ccc2Cl)n1Cc1ccccc1
→ 3	9	-6	-37	-3	1	i	1	-1	0
CC(=O)CCC(=O)N1CCCC(N2CCN(c3cccc(Cl)c3)CC2)C1 (stereo unspecified)
→ 0	-11	-1	6	-4	1	·	4	-7	1
Cc1cc(/C(=N/O)C(C)(C)NO)ccc1Cl
→ -1	-13	-6	10	2	1	i	4	17	1

Source: PubChem BioAssay
